High-throughput results from PubChem BioAssay.
RGS7-Gao reg = RGS7-Galphao binding modulators, primary screen, biochemical, multiplexed bead flow cytometry | Guanine nucleotide-binding protein G(o) subunit alpha (Homo sapiens), P09471 | actives lie on both sides | binding response (% of control), % at 10 µM | 220,000 tested, 0.35% active | AID 1439, 2008; in the data active = binding response below about 49% or above about 150%; inconclusive = no clear call, values can overlap the other calls; inactive = in between;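 also: fluorescent Galphao held in activated GDP-AlF4 state binding bead-coupled RGS7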
Bim-Bcl-2 = inhibitors of Bim-Bcl-2 binding, primary screen, biochemical, multiplexed, human Bcl-2 family | 190,000 tested, 0.06% active | AID 950, 2007 | inhibition, % at 10 µM | Bead-based flow cytometry, Bim peptide-Bcl-2 binding | Apoptosis regulator Bcl-2 (Homo sapiens), P10415; in the data active = inhibition above about 40%; inconclusive = no clear call, values can overlap the other calls;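 also: 0% = no compound wells with probe peptide and 100% = reference peptide inhibitor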
Target sequence (P10415 whole entry, looked up): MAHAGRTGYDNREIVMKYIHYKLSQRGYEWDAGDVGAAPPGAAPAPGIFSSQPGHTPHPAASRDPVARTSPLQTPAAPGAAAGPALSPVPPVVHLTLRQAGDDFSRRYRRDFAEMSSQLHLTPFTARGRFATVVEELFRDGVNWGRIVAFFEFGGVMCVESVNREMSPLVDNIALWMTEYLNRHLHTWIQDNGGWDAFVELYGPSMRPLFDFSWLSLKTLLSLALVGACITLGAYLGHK
ABCB1 inh = ABCB1 efflux pump inhibitors, primary screen, cell-based, multiplex, flow cytometry, ABCG2 counter-screen | CCRF-Adr cells, JC-1 efflux | inhibition, % at 6.6 µM | 190,000 tested, 0.067% active; in the data active = inhibition above about 40%;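 also: 0% = vehicle and 100% = reference inhibitor; higher value means more JC-1 retained so stronger ABCB1 efflux block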
Bim-Bfl-1 = inhibitors of Bim binding to Bfl-1, primary screen, biochemical, multiplexed, bead-based flow cytometry; 190,000 tested, 0.12% active; AID 1008, 2008; Bcl-2-related protein A1 (Homo sapiens), Q16548; Bim-Bfl-1 binding inhibition; inhibition, % at 10 µM;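 also: 0% = wells without compound plus tracer and 100% = blocker peptide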
RGS4-Gao reg = modulators of RGS4 binding to Galphao, primary screen, biochemical, multiplexed bead flow cytometry; Guanine nucleotide-binding protein G(o) subunit alpha (Homo sapiens), P09471; actives lie on both sides; binding response (% of control), % at 10 µM; 220,000 tested, 0.33% active; in the data active = binding response below about 49% or above about 150%; inactive = in between;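 also: fluorescent Galphao activated with aluminum fluoride binding bead-coupled RGS4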
ABCG2 block = ABCG2 efflux pump inhibitors, primary screen, multiplex with ABCB1, IgMXP3 cells, flow cytometry | Broad substrate specificity ATP-binding cassette transporter ABCG2 (Homo sapiens), Q9UNQ0 | JC-1 efflux | inhibition, % at 6.6 µM | 190,000 tested, 0.1% active;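 active = inhibition above 80%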;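 also: 0% = DMSO and 100% = nicardipine control wells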
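Assay system – ABCG2 IgMXP3 and barcoded ABCB1 CCRF-Adr cell mix · Input – 3 million cells/mL in well · Reagent – JC-1 fluorescent substrate · Compound – single test compound dose, 6.6 µM final · Timing – 10 min exposure at 25 °C with rotation, no wash · Detection – flow cytometry of retained JC-1 fluorescence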
GSH fluor = compound fluorescence on glutathione beads, profiling panel, artefact control, biophysical, 488/530 nm, flow cytometry. GSH beads flow cytometry, compound fluorescence 488/530 nm; stronger effect = higher value. fluorescence (KMESF) at 10 µM. 190,000 tested, 0.25% active; in the data active = fluorescence above about 89;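 also: glutathione beads carrying GST-tagged Bcl family fusion proteins plus one bare bead set; values are compound well signal with DMSO vehicle wells as background; inactives centre near 16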
Bcl-W Bim block = inhibitors of Bim binding to Bcl-W, primary screen, biochemical, multiplexed, bead-based flow cytometry. 190,000 tested, 0.02% active. inhibition, % at 10 µM. Bim peptide-Bcl-W binding. AID 952, 2007;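 also: 0% = bound tracer without compound and 100% = peptide blocker; higher means less fluorescent Bim peptide bound to Bcl-W beads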
Target sequence (Q92843 whole entry, looked up): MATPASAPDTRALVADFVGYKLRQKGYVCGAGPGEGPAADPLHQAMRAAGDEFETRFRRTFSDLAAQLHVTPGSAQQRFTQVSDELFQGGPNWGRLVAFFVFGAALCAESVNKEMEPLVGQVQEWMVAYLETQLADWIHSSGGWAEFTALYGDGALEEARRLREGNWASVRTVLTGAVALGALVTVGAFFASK
Avidin bead fluor = green autofluorescence of compounds with avidin beads – biophysical, 488/530 nm, flow cytometry, artefact control, profiling panel; compound fluorescence 488/530 nm; stronger effect = higher value; fluorescence (KMESF) at 10 µM; 220,000 tested, 0.38% active; in the data active = fluorescence above about 47; also: inactives centre near 10
Bim-Bcl-XL = inhibitors of Bim-Bcl-XL binding, primary screen, biochemical, multiplexed, bead flow cytometry, human Bcl-XL. 190,000 tested, 0.04% active. inhibition, % at 10 µM. Bcl-2-like protein 1 (Homo sapiens), Q07817. Bim peptide-Bcl-XL binding, fluorescence. AID 1007, 2008
Target sequence (Q07817 whole entry, looked up): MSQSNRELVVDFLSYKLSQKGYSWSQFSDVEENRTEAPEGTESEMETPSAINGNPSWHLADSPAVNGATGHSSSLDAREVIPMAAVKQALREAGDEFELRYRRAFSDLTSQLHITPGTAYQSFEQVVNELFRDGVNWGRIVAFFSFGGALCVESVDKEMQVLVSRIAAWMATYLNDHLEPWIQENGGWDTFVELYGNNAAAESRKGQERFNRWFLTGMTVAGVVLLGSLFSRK
Bim-Bcl-B = inhibitors of Bim-Bcl-B binding, primary screen, biochemical, multiplexed, human Bcl-2 family | AID 951, 2007 | 190,000 tested, 0.073% active | bead-based flow cytometry, Bim peptide-Bcl-B binding | inhibition, % at 10 µM;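 also: 0% = tracer peptide without compound and 100% = reference inhibitor peptide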
Target sequence (Q9HD36 whole entry, looked up): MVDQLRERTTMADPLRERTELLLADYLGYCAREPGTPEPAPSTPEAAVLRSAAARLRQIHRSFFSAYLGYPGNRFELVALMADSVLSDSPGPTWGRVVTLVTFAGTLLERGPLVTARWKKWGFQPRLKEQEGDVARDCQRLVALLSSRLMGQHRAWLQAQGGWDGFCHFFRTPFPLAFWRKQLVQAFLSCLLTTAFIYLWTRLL
The depositor's hits bear a star; ? = inconclusive; · = not tested or not shown. Rule as the data show it, unless noted: active = inhibition above about 40%.

SMILES | RGS7-Gao reg | Bim-Bcl-2 | ABCB1 inh | Bim-Bfl-1 | RGS4-Gao reg | ABCG2 block | GSH fluor | Bcl-W Bim block | Avidin bead fluor | Bim-Bcl-XL | Bim-Bcl-B
COc1ccc(C2N(S(=O)(=O)c3ccccc3)CCN2S(=O)(=O)c2ccc(C)cc2)cc1 (stereo not given) | 96 | -11 | 0.8 | -12 | 99 | 1 | 56 | 5 | 6 | -9 | -12
Cc1cc(=O)oc2cc(OCC(=O)NCc3ccco3)ccc12 | 106 | -1 | 1.0 | -2 | 108 | 12 | 15 | -4 | 7 | -5 | -8
COc1cc(/C(C#N)=C/c2ccccc2)c([N+](=O)[O-])cc1OC | 99 | -23 | 0.8 | -2 | 99 | 3 | 16 | 0 | 20 | 0 | 1
CCOC(=O)c1[nH]c(C=O)c(C(=O)OCC)c1C | 97 | -1 | 0.8 | -4 | 99 | 4 | 11 | -2 | 10 | 0 | -2
CCOC(=O)c1csc(NC(=O)c2cc(=O)c3ccccc3o2)n1 | 98 | -2 | -0.2 | -2 | 102 | 0 | 17 | 0 | 9 | -5 | 0
Cc1ccc(NC2=C(N3CCCCC3)C(=O)c3ccccc3C2=O)cc1 | 107 | -1 | -0.3 | 8 | 104 | -1 | 9 | -3 | 21 | -1 | -1
Cc1ccc(/C=C/C(=O)c2ccc(N3CCOCC3)cc2)s1 | 100 | 5 | -2.4 | 5 | 101 | -8 | 16 | 1 | 5 | 4 | -36
O=c1c2ccccc2nc2n1C(CSCc1ccc(Cl)cc1Cl)CS2 (stereo not given) | 100 | 8 | 3.1 | 10 | 95 | 20 | 16 | 7 | 16 | 12 | 5
COc1ccc(C(C(=O)NC2CCCC2)N(C(=O)c2ccoc2C)c2ccc(C)c(C)c2)cc1 (stereo not given) | 97 | -3 | 6.5 | -14 | 98 | 6 | 13 | 0 | 15 | -1 | 0
CCOC(=O)C1=C(O)/C(=C/c2ccc(OCC(=O)O)c(OC)c2)SC1=Nc1ccc(OC)cc1 | 98 | -12 | -0.5 | -12 | 101 | -2 | 9 | -2 | 17 | -7 | -6
Nc1n[nH]c(N)c1N=Nc1ccc(F)cc1 | 98 | 2 | -0.6 | 2 | 99 | -3 | 9 | 0 | 17 | 0 | 0
Cc1ccc(-c2nnn(CC(=O)NC3CCN(Cc4ccccc4)CC3)n2)cc1 | 100 | -3 | -0.1 | -4 | 100 | -1 | 15 | -6 | 6 | -9 | -7
CC(=O)Nc1c(O)nc(SCc2ccccc2C#N)[nH]c1=O | 111 | -4 | 0.2 | -2 | 112 | 2 | 9 | -2 | 11 | -3 | -7
O=S(=O)(c1cccs1)n1nnc2ccccc21 | 100 | -5 | -0.2 | -7 | 100 | -1 | 35 | 1 | 5 | 0 | -4
O=C(OCc1nnc(-c2ccccc2)o1)c1ccc(S(=O)(=O)NCc2ccco2)cc1 | 101 | -6 | 0.3 | -4 | 101 | 1 | 46 | 2 | 4 | -2 | -7
NC(=O)COC(=O)c1c2c(nc3ccccc13)CCCCC2 | ? | -2 | 0.2 | -8 | 99 | 1 | 15 | -3 | 11 | 0 | -5
Cn1c(=O)n(C)c2cc(S(=O)(=O)NCC(=O)O)ccc21 | ? | -2 | 0.1 | -3 | 101 | 0 | 26 | -5 | 8 | -1 | -3
O=C(Nc1ccc(Oc2nnc(-c3ccccc3)c3ccccc23)cc1)c1ccccc1 | 106 | -8 | 0.8 | -12 | 110 | 8 | 9 | -8 | 15 | -8 | -9
O=C(Nc1nc2ccccc2c2nc3ccccc3n12)c1ccc(F)cc1 | 98 | 5 | 18 | -2 | 101 | 38 | 22 | 1 | 12 | 3 | 0
CCCC(=O)N1CCN(c2ccc(NC(=O)c3cc4ccccc4o3)cc2)CC1 | 99 | -10 | 2.5 | -18 | 100 | 43 | 30 | -1 | 12 | -5 | -10
C=CCn1c(P(=O)(O)c2ccccc2)nc2ccccc21 | 101 | -6 | 0.4 | -2 | 100 | 1 | 16 | 0 | 14 | 0 | -2
O=C(NNC(=O)C1CC1c1ccccc1)Nc1ccccc1 (stereo not given) | 104 | -2 | 1.6 | -1 | 103 | -2 | 10 | -3 | 13 | -7 | -8
Cc1ccc(Cn2cccc(NC(=O)NCc3ccccc3)c2=O)cc1 | 92 | 0 | 0.6 | -1 | 97 | 2 | 51 | 1 | 19 | 1 | 4
COc1ccc(CNC(=O)C2CCN(C(=O)[C@@H](CC(C)C)NC(=O)OC(C)(C)C)CC2)cc1 | 98 | -4 | 0.1 | -12 | 98 | 1 | 5 | 2 | 7 | -2 | -2
N#CCSCC(=O)Nc1ccccc1 | 97 | -5 | 0.0 | -7 | 98 | 0 | 14 | 1 | 15 | 0 | -2
(more compounds)
SMILES | RGS7-Gao reg | Bim-Bcl-2 | ABCB1 inh | Bim-Bfl-1 | RGS4-Gao reg | ABCG2 block | GSH fluor | Bcl-W Bim block | Avidin bead fluor | Bim-Bcl-XL | Bim-Bcl-B
O=C(NCc1ccccn1)c1ccc(Cn2c(=S)[nH]c3ccccc3c2=O)cc1 | 96 | -1 | 0.3 | 4 | 93 | 0 | 67 | 0 | 10 | -2 | -8
C/C(=N\NC(=O)CN(c1ccccc1Br)S(C)(=O)=O)c1cccs1 | 100 | -1 | 0.6 | -3 | 101 | 2 | 9 | -1 | 22 | 0 | -4
CCCCCC(=O)Nc1ccc(N2CCN(S(C)(=O)=O)CC2)cc1 | 97 | -9 | 0.2 | -6 | 100 | 3 | 24 | 0 | 17 | -6 | -6
O=C(c1ccc(F)cc1)N1CCC(N2CCCCCC2)CC1 | 93 | -6 | -1.2 | -15 | 99 | -8 | 34 | -1 | 15 | -5 | -9
Cc1cc(Cl)cc(Cl)c1CNc1c([N+](=O)[O-])c(=O)oc2ccccc12 | 108 | -2 | 0.6 | -1 | 103 | 4 | 10 | -1 | 20 | -5 | -6
CC(=O)Nc1ccc(OS(=O)(=O)c2ccc([N+](=O)[O-])cc2)cc1 | 85 | -5 | -0.1 | -6 | 93 | 1 | 10 | -4 | 9 | -3 | -5
COC(=O)C1=C(C)OC(N)=C(C#N)C1c1ccccc1 (stereo not given) | 103 | -1 | 0.1 | -14 | 101 | 11 | 22 | -7 | 23 | -4 | -9
N=c1oc2cc(O)ccc2cc1C(=O)Nc1nc2ccccc2s1 | 96 | -1 | 1.1 | 1 | 96 | 16 | 8 | 1 | 11 | -1 | -7
NS(=O)(=O)c1ccc(-n2nncc2C23CC4CC(CC(C4)C2)C3)cc1 | 101 | -2 | -0.1 | 0 | 100 | 0 | 20 | 0 | 33 | -3 | -2
Cc1ccc(S(=O)(=O)N2CCC(C(=O)N/N=C/c3ccccc3[N+](=O)[O-])CC2)cc1 | 100 | -3 | 1.8 | 0 | 102 | 36 | 10 | -5 | 5 | -4 | 0
Nc1cccc(C(=O)OCC(=O)Nc2cccc3c2C(=O)c2ccccc2C3=O)c1 | 86 | -1 | -1.3 | 0 | 90 | -10 | 4 | -3 | 9 | -7 | -3
Cc1ccccc1N1CC(c2nc3ccccc3[nH]2)CC1=O (stereo not given) | 92 | -6 | 1.0 | -13 | 91 | 2 | 27 | 2 | 11 | -11 | -4
COc1ccc(OC)c(CNC(=O)C2CCCN(c3nc4ccccc4o3)C2)c1 (stereo not given) | 105 | -5 | 1.6 | -18 | 103 | 0 | 22 | 0 | 28 | -5 | -5
Cc1ccccc1NC(NC(=O)c1cccnc1)C(Cl)(Cl)Cl (stereo not given) | 100 | -5 | 1.0 | -9 | 97 | 10 | 12 | -4 | 7 | -4 | -6
CSc1ccc(CN(C)CC(=O)NCc2ccc(F)cc2)cc1 | ? | -1 | 0.3 | 4 | 101 | 3 | 14 | -1 | 11 | -1 | 0
COC(=O)C1=C(C)N(C2CCCCC2)C(=O)/C1=C\c1cccs1 | 95 | -1 | 0.4 | -3 | 98 | 18 | 22 | 3 | 9 | -2 | -3
COC(=O)c1cc2cc(NS(=O)(=O)c3ccc(C)cc3)ccc2s1 | 83 | -17 | 0.3 | -15 | 98 | 2 | 8 | 0 | 10 | -3 | -12
O=C1C(C=Nc2ccccc2)=C(O)c2ccccc21 | 98 | 0 | 0.4 | 0 | 101 | 0 | 10 | -3 | 5 | -1 | 0
O=C1CC(NCc2ccccc2)C(=O)N1c1ccc(F)cc1 (stereo not given) | 94 | 0 | 1.7 | -4 | 104 | 4 | 14 | 0 | 6 | 0 | -3
O=C(NC1CCCC1)C1CC1c1ccccc1 (stereo not given) | 102 | -14 | 1.2 | -25 | 98 | 13 | 26 | -5 | 42 | -9 | -11
NC(=S)n1[nH]c(-c2ccc([N+](=O)[O-])cc2)c(N=Nc2ccccc2[N+](=O)[O-])c1=O | 105 | · | -1.0 | -140 | 99 | -3 | 453* | -105 | 9 | -53 | -196
O=C(O)C1(P(=O)(c2ccc(Cl)cc2)c2ccc(Cl)cc2)CC1 | 99 | 1 | -0.8 | 4 | 95 | 1 | 13 | -2 | 11 | -1 | 1
O=C1Nc2ccccc2C(O)(C(=O)NCc2ccc3c(c2)OCO3)N1c1ccc(Cl)c(Cl)c1 (stereo not given) | 101 | 0 | 0.8 | -1 | 99 | 2 | 8 | 0 | 33 | -3 | 0
O=C(N/N=C/c1cn(-c2ccccc2)nc1-c1cccs1)c1ccncc1 | 100 | -6 | 0.2 | -14 | 102 | 1 | 14 | -3 | 11 | -8 | -8
Cc1ccc2nc(SCC(=O)N/N=C/c3ccco3)cc(C)c2c1 | 93 | -1 | -1.6 | -3 | 93 | 20 | 14 | -1 | 8 | -1 | -2
O=C(N1CCCCC1)C1(c2ccccc2)CCOCC1 | 93 | -8 | 0.5 | -13 | 94 | 1 | 30 | 0 | 10 | -23 | -9
O=C(CC12CC3CC(CC(C3)C1)C2)NC(=S)Nc1ccc(CN2CCOCC2)cc1 | ? | -5 | 14 | -6 | 101 | 10 | 16 | -3 | 9 | -5 | -5

3 successive records from above:
SMILES | RGS7-Gao reg | Bim-Bcl-2 | ABCB1 inh | Bim-Bfl-1 | RGS4-Gao reg | ABCG2 block | GSH fluor | Bcl-W Bim block | Avidin bead fluor | Bim-Bcl-XL | Bim-Bcl-B
O=C(NCc1ccccn1)c1ccc(Cn2c(=S)[nH]c3ccccc3c2=O)cc1 | 96 | -1 | 0.3 | 4 | 93 | 0 | 67 | 0 | 10 | -2 | -8
C/C(=N\NC(=O)CN(c1ccccc1Br)S(C)(=O)=O)c1cccs1 | 100 | -1 | 0.6 | -3 | 101 | 2 | 9 | -1 | 22 | 0 | -4
CCCCCC(=O)Nc1ccc(N2CCN(S(C)(=O)=O)CC2)cc1 | 97 | -9 | 0.2 | -6 | 100 | 3 | 24 | 0 | 17 | -6 | -6
